# High-throughput results deposited in PubChem BioAssay by Broad Institute.
# esBAF inh: Bmi1 luciferase reporter increase in mESCs, primary screen, esBAF inhibitor project, mouse ES cells, Bmi1 luciferase knock-in, single point | 24 h; 100% = twice the neutral-well signal | reporter increase, % at 12.5 µM | hit rate 2% among 350,000 | AID 602393, 2012; in the data active = activation above about 40%;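 also: 0% = median of the plate's neutral control wells and 100% = double that signal; a rise in the Bmi1 reporter signal indicates esBAF inhibition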
# ERp5 block: inhibitors of ERp5-driven insulin aggregation, primary screen, biochemical, turbidity, absorbance 650 nm, single point. Protein disulfide-isomerase A6 (Homo sapiens), Q15084. 90 min. inhibition, % at 9.99 µM. hit rate 0.05% among 350,000. AID 651711, 2012;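 active = mean replicate inhibition above about 25%, with every replicate also reaching it, limit read from the data, passing the limit was not always enough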
# ERAP1 inh: human ERAP1 aminopeptidase inhibitors, primary screen, biochemical, single point, plate reader; inhibition, % at 10.7 µM; AID 652197, 2013; Endoplasmic reticulum aminopeptidase 1 (Homo sapiens), Q9NZ08; hit rate 0.15% among 340,000; recombinant ERAP1, Leu-AMC fluorescence, 60 min;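 active = mean replicate inhibition of at least 30%, or all replicates individually reaching that 30% level; inactive = mean below 30% and not every replicate reaching it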;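 also: 0% = neutral control wells and 100% = L-leucinethiol positive control wells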
# Target sequence (Q9NZ08 whole entry, looked up): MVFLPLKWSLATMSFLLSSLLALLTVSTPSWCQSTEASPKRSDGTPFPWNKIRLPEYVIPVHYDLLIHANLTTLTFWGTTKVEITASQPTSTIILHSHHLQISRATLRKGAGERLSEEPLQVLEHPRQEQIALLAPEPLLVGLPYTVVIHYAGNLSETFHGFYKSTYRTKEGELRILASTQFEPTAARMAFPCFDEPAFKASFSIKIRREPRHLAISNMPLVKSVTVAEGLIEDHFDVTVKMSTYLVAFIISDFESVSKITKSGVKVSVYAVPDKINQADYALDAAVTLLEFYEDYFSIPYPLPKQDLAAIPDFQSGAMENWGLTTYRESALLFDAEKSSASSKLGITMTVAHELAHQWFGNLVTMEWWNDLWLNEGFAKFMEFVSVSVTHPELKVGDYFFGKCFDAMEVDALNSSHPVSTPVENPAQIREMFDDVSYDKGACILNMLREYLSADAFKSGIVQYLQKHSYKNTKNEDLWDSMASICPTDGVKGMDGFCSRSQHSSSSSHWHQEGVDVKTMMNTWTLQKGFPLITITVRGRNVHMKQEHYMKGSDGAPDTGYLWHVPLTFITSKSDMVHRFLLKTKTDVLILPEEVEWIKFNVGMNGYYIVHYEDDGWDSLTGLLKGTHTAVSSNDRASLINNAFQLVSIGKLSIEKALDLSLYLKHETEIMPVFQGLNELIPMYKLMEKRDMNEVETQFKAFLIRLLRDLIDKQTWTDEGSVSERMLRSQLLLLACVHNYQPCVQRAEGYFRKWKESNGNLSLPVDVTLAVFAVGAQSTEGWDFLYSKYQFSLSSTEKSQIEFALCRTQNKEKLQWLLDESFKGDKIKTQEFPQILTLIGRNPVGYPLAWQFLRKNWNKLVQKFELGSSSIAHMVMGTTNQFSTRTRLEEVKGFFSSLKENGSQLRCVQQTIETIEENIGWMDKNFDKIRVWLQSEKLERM
# RAD54 inh: inhibitors of human RAD54 branch migration, primary screen, biochemical, fluorescence, single point; DNA repair and recombination protein RAD54-like (Homo sapiens), Q92698; RAD54 Holliday junction branch migration, FAM/BHQ fluorescence; inhibition, % at 10.4 µM; hit rate 0.14% among 360,000;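 active = mean normalized replicate activity at least 40 and at least half of replicates scoring 40 or more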;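 also: 0% = median of neutral control wells and 100% = median of positive control wells; inhibitors cause a drop in the FAM fluorescence signal; in these data hits start at about 50%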
# S100A4 MyoIIA: inhibitors of S100A4-myosin IIA peptide binding, primary screen, biochemical, fluorescence polarization, TAMRA-MyoIIA peptide; Protein S100-A4 (Homo sapiens), P26447; inhibition, % at 10.7 µM; hit rate 0.14% among 360,000; AID 652163, 2013;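 active = mean inhibition of at least 70% across replicates, with every replicate also reaching that level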
# Target sequence (P26447 whole entry, looked up): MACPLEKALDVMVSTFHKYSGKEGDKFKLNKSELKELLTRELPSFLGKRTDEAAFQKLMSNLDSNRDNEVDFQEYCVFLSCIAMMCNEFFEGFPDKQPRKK
#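 System – human S100A4 monomer protein, biochemical binding assay · Buffer or medium – Calcium-containing HEPES buffer, pH 7.2 · Timing – 5 min between mix addition and reading · Also added – TAMRA-labelled myosin IIA heavy-chain peptide probe, 5 nM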
# Xi reactivation: activators of inactive X chromosome reactivation, primary screen, imaging, XiGFP fibroblasts, GFP high-content imaging, set 2; hit rate 0.055% among 360,000; XiGFP mouse fibroblasts, % GFP-positive cells imaging, 3 d; cells co-treated with 5-aza-dC sensitizer; scaled so ellipticine positive control = 100%; activation, % at 7.58 µM;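 active = mean normalized replicate activation at least 10% and every replicate at or above 10%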;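 also: 0% = median of on-plate neutral control wells and 100% = ellipticine 6 µM median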
#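 System: SV40-immortalized XiGFP fibroblast cells, line 68-5-11 / Incubation: 3-day compound exposure, then 15 min fixation at room temperature / Compound: single concentration per compound, delivered by pin transfer / Buffer or medium: DMEM plus 5-aza-dC sensitizer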
# E-selectin induc: E-selectin induction in HUVECs, primary screen, imaging, HUVEC, immunofluorescence imaging, single point; activation, % at 7.58 µM; hit rate 0.37% among 260,000; normalized: neutral wells 0, TNF-alpha wells 100; P16581;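 active = mean E-selectin-positive cell signal at least 10% of the positive control, reached in at least 60% of replicates, without over 20% cell loss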;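 also: in these data hits start at about 27%; measured in HUVEC primary endothelial cells; signal is the percent of cells scored E-selectin positive by PE staining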
#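 Read-out: % PE-positive cells | Test system: HUVEC | Doses: One compound dose added by pin transfer | Buffer or medium: EGM-2 over gelatin coat | Signal: Immunofluorescence imaging | Benchmarks: TNF-alpha, DMSO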
# RAD52 inh: RAD52 DNA annealing inhibitors, primary screen, biochemical, FRET, single point, set 2; inhibition, % at 18.7 µM; AID 651710, 2012; DNA repair protein RAD52 homolog (Homo sapiens), P43351; hit rate 0.46% among 360,000; recombinant RAD52 DNA annealing, FRET fluorescence;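 active = every replicate showing at least 50% inhibition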
# Starred values were filed as active, the others as inactive; i = inactive; . = not tested or not shown; & = joins results of further samples. Compounds were not picked by outcome; 2.5% or so of the library scored in one or more.
no.	molecule	esBAF inh	S100A4 MyoIIA	RAD54 inh	ERp5 block	E-selectin induc	RAD52 inh	Xi reactivation	ERAP1 inh
1	O=C1c2ccc3c4c(ccc(c24)C(=O)N1CCCCO)C(=O)N(CCCCO)C3=O	.	9	.	-1	0.4	-34	0.0	3
2	NC(=O)C1CCN(C(=O)c2cc(S(=O)(=O)N3CCN(c4ccccc4)CC3)ccc2Cl)CC1	-6	2	0	11	0.4	-10	0.0	1
3	COc1ccc(NC(=O)COC(=O)c2ccc3ccccc3n2)c(OC)c1	-4	1	-10	-9	.	-13	0.0	-2
4	CC(C)(C)C1CCC(=NOC(=O)c2ccc(F)cc2)CC1 (configuration not stated)	.	-3	.	3	3.3	-9	0.0	0
5	NS(=O)(=O)c1ccc(NC(=O)COC(=O)COc2cccc(C(F)(F)F)c2)cc1	0	-1	0	6	.	-8	0.1	0
6	O=c1cc(CN2CCCc3ccccc32)nc2sccn12	-2	40	-43	-3	.	i	1.0	2
7	COc1cc(C(C[N+](=O)[O-])c2c(N)n(C)c(=O)n(C)c2=O)ccc1O (configuration not stated)	.	-4	.	-3	.	-49	0.0	5
8	COCC#Cc1cnc2c(c1)C(=O)N([C@H](C)CO)C[C@H](C)[C@@H](CN(C)Cc1ccccc1)O2	-1	14	-12	-4	1.4	-7	0.1	0
9	CNC(=S)N/N=C(\C)c1ccccc1	.	-1	.	4	.	-6	0.1	-1
10	COC(=O)C1=C(C)N(C)C(=O)NC1c1ccsc1 (configuration not stated)	.	-7	.	2	0.0	-14	0.3	1
11	COc1ccc(-c2cc(C(=O)N(C)Cc3ccccc3)no2)cc1OC	.	0	.	2	.	-1	.	-2
12	Cc1csc(=O)n1CCC(=O)OCC(=O)Nc1cccc(C#N)c1	0	-2	5	-5	0.7	-12	-0.2	0
13	CC(=O)Nc1cccc(NC(=O)C(=O)c2cn(CC(=O)N3CCCC3)c3ccccc23)c1	47*	1	1	-14	.	i	0.0	-1
14	O=C1CCCC2=C1C(c1ccccc1)NC(=S)N2 (configuration not stated)	.	-1	.	-3	.	-1	0.0	-8
15	O=C(Nc1ccc(OC(F)F)cc1)c1cc[n+]([O-])cc1	0	-2	-2	-6	.	-2	0.0	2
16	COc1ccc(CCCc2nc3ccccc3[nH]2)cc1	1	-3	.	-3	-0.4	-2	30*	.
17	CN1CCN(c2nc3c(c(=O)[nH]c(=O)n3C)n2Cc2cccc(Br)c2)CC1	-1	1	-5	4	0.6	-11	0.3	3
18	CC1(C)CC(=O)C(=Cc2cn(-c3ccccc3)nc2-c2ccccc2)C(=O)C1	32	-3	1	3	-0.3	-3	0.0	3
19	COC(=O)[C@]12C[C@H](CC(=O)N3CCC(c4ccccc4)CC3)C(=O)N(Cc3ccc4c(c3)OCO4)C1=C[C@H](C(C)(C)C)O[C@@H]2C	.	1	.	2	0.7	-5	0.1	0
20	CCOC(=O)c1csc(COc2ccc(OC)cc2)n1	25	1	.	3	0.1	0	0.0	3
21	O=c1nc2n(c3ncccc13)CCC2	0	1	-13	4	.	4	.	11
22	ON(CCc1ccncc1)Cc1ccccc1	2	72*	-3	2	-0.8	-160	0.1	1
23	CCNC(=O)N1C[C@H]2CON(C)[C@H]2C[C@H]1c1ccc(N2CCCCC2)cc1	.	-9	.	-1	-0.2	-9	0.3	1
24	C/C(=N\NS(=O)(=O)c1cccc([N+](=O)[O-])c1)c1cccnc1	.	4	.	-3	0.0	-16	0.1	7
25	O=C(CNC(=O)c1ccco1)NCC(=O)OCc1ccccc1Cl	-4	0	-5	2	.	-16	-0.1	1
26	CCCCn1nnnc1C(c1cc2ccccc2o1)N1CCN(c2ccccc2F)CC1 (configuration not stated)	.	-8	.	2	-0.6	-12	-0.1	0
27	COc1cccc(CN2CC3(CCN(S(C)(=O)=O)CC3)c3c(n(C)c4cc(OC)ccc34)[C@H]2CO)c1	.	-4	.	10	0.3	-172	0.1	4
28	CO[C@@H]1CN(C)C(=O)c2cc(NC(=O)NC(C)C)ccc2OC[C@H](C)NC[C@H]1C	1	.	-2	.	-0.3	.	-0.1	.
29	COc1cccc(/C=N/NC(=O)CC(C)O)c1OC/C=C/c1ccccc1 (configuration not stated)	1	-2	2	5	0.6	-13	0.0	2
30	CCN(CC(=O)NC(C)(C)C)C(=O)CN1c2cccc3cccc(c23)S1(=O)=O	.	1	.	4	0.0	-17	0.4	1
31	COc1ccccc1CC(NC(C)=O)C(=O)NC1CCN(C(=O)Nc2ccccc2Cl)CC1 (configuration not stated)	.	0	.	1	.	4	0.0	1
32	Cc1noc(C)c1NC(=O)Nc1ccc2c(c1)C(=O)N([C@H](C)CO)C[C@H](C)[C@H](CN(C)Cc1ccc3c(c1)OCO3)OCCCC[C@@H](C)O2	-1	.	0	.	0.0	.	0.2	.
33	CCOC(=O)C(NCCOC)(NC(C)=O)C(F)(F)F (configuration not stated)	-3	2	-4	0	4.8	-11	0.3	3
34	CCC(=O)Nc1ccc2c(c1)C(=O)N(C)[C@H]1CC[C@H](CC(=O)N3CCCCC3)O[C@@H]1CO2	-1	-3	-8	-3	-0.1	-3	0.1	0
35	COc1ccccc1CNS(=O)(=O)c1ccc2c(c1)N(C(C)=O)CCO2	-7	-4	1	.	.	-1	0.0	2
36	CCOC(=O)Cn1cc(/C=C(/C#N)C(=O)NC(C)C)c2ccccc21	-11	-11	-3	2	83*	-17	0.3	3
37	COc1ccc(N2CCN(CCNC(=O)C3CC(=O)N(C4CCCC4)C3)CC2)cc1 (configuration not stated)	3	5	2	-10	.	-17	.	-11
38	O=C(CCN1C(=O)S/C(=C/c2ccc(F)cc2)C1=O)Nc1ccc(O)c(C(=O)O)c1	7	0	8	-5	.	-4	0.0	-1
39	C[C@H]1CN([C@@H](C)CO)C(=O)c2cccc(NS(C)(=O)=O)c2O[C@H]1CN(C)Cc1ccc(-c2ccccc2)cc1	-3	3	11	-7	0.0	0	0.2	-4
40	C[C@H]1CN([C@@H](C)CO)C(=O)CCCn2nncc2CO[C@H]1CN(C)Cc1cccc(C(=O)O)c1	-2	3	0	-4	0.3	-4	0.0	1
41	Cc1ccc(C)c(NC(=O)C(CC(=O)O)C2CCCO2)c1 (configuration not stated)	-1	-3	-4	3	.	-7	0.0	0
42	C[C@H]1CN([C@@H](C)CO)C(=O)Cc2cc(NC(=O)c3ccncc3)ccc2O[C@@H]1CN(C)Cc1ccc(Cl)c(Cl)c1	2	-11	-2	-5	5.9	13	0.0	-1
43	CC(C)NC(=O)C1(C)CCN1C(=O)c1ccccc1F (configuration not stated)	3	-4	13	3	-0.1	-6	0.2	-1
44	CC(=O)N1CC[C@@H]2[C@H]1c1cc(-c3cccc(F)c3)ccc1N(C)[C@H]2CO	-4	3	-8	-3	-0.1	-9	0.1	1
45	CCN(CCO)CC1CCCC2CCCCC21 (configuration not stated)	.	1	.	-2	-0.1	-14	-0.2	3

# Record cards, from the list above. Values in the order: esBAF inh, S100A4 MyoIIA, RAD54 inh, ERp5 block, E-selectin induc, RAD52 inh, Xi reactivation, ERAP1 inh
# CCOC(=O)C(NCCOC)(NC(C)=O)C(F)(F)F (configuration not stated) is listed as -3, 2, -4, 0, 4.8, -11, 0.3, 3
# CCOC(=O)Cn1cc(/C=C(/C#N)C(=O)NC(C)C)c2ccccc21 is listed as -11, -11, -3, 2, 83*, -17, 0.3, 3
# CC(=O)N1CC[C@@H]2[C@H]1c1cc(-c3cccc(F)c3)ccc1N(C)[C@H]2CO is listed as -4, 3, -8, -3, -0.1, -9, 0.1, 1
# C[C@H]1CN([C@@H](C)CO)C(=O)Cc2cc(NC(=O)c3ccncc3)ccc2O[C@@H]1CN(C)Cc1ccc(Cl)c(Cl)c1 is listed as 2, -11, -2, -5, 5.9, 13, 0.0, -1
# Cc1ccc(C)c(NC(=O)C(CC(=O)O)C2CCCO2)c1 (configuration not stated) is listed as -1, -3, -4, 3, ., -7, 0.0, 0

# 3 entries out of the list, arranged by molar mass, rising.
no.	molecule	esBAF inh	S100A4 MyoIIA	RAD54 inh	ERp5 block	E-selectin induc	RAD52 inh	Xi reactivation	ERAP1 inh
43	CC(C)NC(=O)C1(C)CCN1C(=O)c1ccccc1F (configuration not stated)	3	-4	13	3	-0.1	-6	0.2	-1
36	CCOC(=O)Cn1cc(/C=C(/C#N)C(=O)NC(C)C)c2ccccc21	-11	-11	-3	2	83*	-17	0.3	3
32	Cc1noc(C)c1NC(=O)Nc1ccc2c(c1)C(=O)N([C@H](C)CO)C[C@H](C)[C@H](CN(C)Cc1ccc3c(c1)OCO3)OCCCC[C@@H](C)O2	-1	.	0	.	0.0	.	0.2	.

# Following part
no.	molecule	esBAF inh	S100A4 MyoIIA	RAD54 inh	ERp5 block	E-selectin induc	RAD52 inh	Xi reactivation	ERAP1 inh
46	O=C1CN(C(=O)c2cc3ccccc3oc2=O)C(c2ccccc2)c2cc(F)ccc2N1 (configuration not stated)	-8	5	2	3	0.2	-5	0.2	-1
47	CCN1[C@H](C(=O)NCCc2cn(C)cn2)[C@@H](CO)[C@@H]2Cn3c(ccc(-c4ccncc4)c3=O)[C@@H]21	-8	-1	-12	4	0.9	-32	-0.1	-2
48	COc1ccc(C(=O)N/C(=C/c2cccs2)c2nc3ccccc3[nH]2)cc1OC	.	-2	.	0	.	-14	0.4	-4
49	Cc1[nH]c2ccc(C(=O)N3CCC(C(N)=O)CC3)cc2c1C	3	-14	5	-2	0.0	-10	0.2	-1
50	CC(C)(C)NC(=O)C(c1ccc(O)cc1)N(Cc1ccco1)C(=O)CCC(=O)Nc1ccccn1 (configuration not stated)	-11	-2	0	1	.	-2	0.1	1
51	COc1cccc(CN(C)C(=O)c2cc(COc3ccc(-n4cncn4)cc3)on2)c1	5	-1	-10	1	.	1	0.0	-1
52	COCCNC(=O)c1cc2c(=O)n3cccc(C)c3nc2n1C	-17	1	6	5	.	-6	0.0	.
53	COc1ccc(C(=O)NCC(=O)NCc2cc(=O)n(C)c(=O)n2C)cc1	0	1	-2	-1	.	-6	0.0	2
54	COc1ccc(N2CC(C(=O)Nc3ccc(S(=O)(=O)Nc4nc(C)cc(C)n4)cc3)CC2=O)cc1 (configuration not stated)	2	-6	1	3	.	-2	.	0
55	C[C@@H]1CN([C@@H](C)CO)C(=O)CCCn2nncc2CO[C@@H]1CN(C)S(=O)(=O)c1cccs1	-9&2	-2&6	-2&-3	0&1	1.0	-6&2	-0.6	-6&-5
56	COc1ccc(OCCSc2nnc(CCNC(=O)c3ccc(Cl)c(Cl)c3)n2C)cc1	.	9	.	2	.	-29	.	-4
57	COc1ccc2c3c(n(C)c2c1)[C@H](CO)N(CC1CCOCC1)CC31CCN(Cc2nccs2)CC1	.	8	.	6	-0.2	-84	0.0	2
